RORgamma inh: blocks mouse ROR gamma transcriptional activity; P51450; Drosophila S2 Gal4-RORgamma UAS-luciferase reporter, 20 h; Potency, µM (highest dose often 53.6 µM), without a hit: top-dose activity change, negative = inhibition, most hits filed as inhibitors; 5.4% of 310,000 active; further: on the % scale 0 is the no-effect control and ±100 the full control effect; nearly all actives have a fitted effect of over 60% in size
Target sequence (P51450 whole entry, looked up, the tested form may be a part): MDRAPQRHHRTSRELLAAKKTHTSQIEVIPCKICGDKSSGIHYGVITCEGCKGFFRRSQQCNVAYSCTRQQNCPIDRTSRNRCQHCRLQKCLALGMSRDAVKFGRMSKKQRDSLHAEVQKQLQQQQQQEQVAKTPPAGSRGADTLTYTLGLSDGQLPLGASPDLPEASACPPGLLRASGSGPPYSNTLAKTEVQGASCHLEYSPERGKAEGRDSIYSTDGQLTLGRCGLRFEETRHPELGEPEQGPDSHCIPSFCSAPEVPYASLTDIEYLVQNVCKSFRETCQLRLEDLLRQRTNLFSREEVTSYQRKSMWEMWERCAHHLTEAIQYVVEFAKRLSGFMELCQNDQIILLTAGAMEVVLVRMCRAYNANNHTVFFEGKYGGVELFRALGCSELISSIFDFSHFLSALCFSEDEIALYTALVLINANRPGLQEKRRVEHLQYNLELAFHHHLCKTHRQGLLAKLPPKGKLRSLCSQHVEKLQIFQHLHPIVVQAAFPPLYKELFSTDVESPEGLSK
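ROR gamma transcriptional activity was tracked as Gal4-UAS luciferase output in stably transfected Drosophila Schneider cells, with compound added 1 hr before 700 uM copper sulfate induction and a 20 hr ambient-temperature incubation.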
Rab9 prom act: activates the Rab9 promoter; Huh7 Rab9 promoter-luciferase reporter, luminescence, 24 h; Potency, µM (highest dose often 9.22 µM), for inactives: at the top dose activation, negative = inhibition, usual class: activators; 2.8% of 320,000 active; AID 485297; further: % of control where 0% means no effect; nearly all actives have a fitted effect of over 60% in size
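Cell-based reporter: Huh7 stable for Rab9 promoter-driven luciferase, plated in reduced-serum medium with 10% FBS at 1500 cells/well, compound-treated 24 h at 37 °C, luminescence read after 10 min reagent.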
BRCA1 expr up: BRCA1 expression activation | MCF7-BRCA1-FFLuc reporter, luminescence, 48 h; response scale: scaled: vehicle 0%, 10 µM genistein 100% | Potency, µM (series often up to 46.1 µM), for inactives: at the highest dose activation, most hits filed as activators | 1.1% of 380,000 active | AID 624202; further: nearly all actives have a fitted effect of over 80% in size; some results filed as inactive show a strong effect at the top dose
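Luminescence from a BRCA1-driven firefly luciferase in MCF7 cells was the read-out, taken 15 min after substrate addition following 48 h compound exposure at 37 °C. Data were normalized to a 10 microM genistein control and DMSO vehicle.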
uPA generation: blocks generation of uPA at the cell surface; cell surface uPA generation assay, qHTS; Potency, µM (series often up to 38.3 µM), without a hit: at the highest dose activity change, negative = inhibition, usual class: inhibitors; 0.31% of 330,000 active; active means well fitted inhibition curve with a large enough effect; inconclusive means small, poorly fitted or top-dose-only effect; inactive means no such curve, though single readings can be large or run the other way; tested in mouse RAW 264.7 cells; further: on the % scale 0 is the no-effect control and ±100 the full control effect; nearly all actives have a fitted effect of over 55% in size
p53 reactivation: re-activators of mutant p53; AID 504706; H1299 p53-A138V BP100-luciferase reporter, luminescence, 24 h; Potency, µM (top dose mostly 92.2 µM), for the others: top-dose activity change, positive = activation, usual class: activators; 0.063% of 320,000 active; further: % of control where 0% means no effect; nearly all actives have a fitted effect of over 45% in size
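H1299 (p53-null), stable ts p53-A138V + BP100-Luc; 1000 cells/well, Opti-MEM/10% FBS; cpd 4 pt, 1:5; 24 h, 37 deg C, 5% CO2; detection reagent 10 min RT; luminescence.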
VP16 counter: counter-screen for ROR gamma inhibitors: Gal4-VP16 reporter; Drosophila S2 Gal4-VP16 UAS-luciferase, luminescence, 20 h; Potency, µM (highest dose often 53.6 µM), for the others: at the top dose activity, negative = inhibition, usual class: inhibitors; 3.5% of 310,000 active; AID 2546;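 further: Gal4-VP16 expression switched on by copper sulfate through the metallothionein promoter; on the % scale 0 is the no-effect control and ±100 the full control effect; nearly all actives have a fitted effect of over 50% in size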
FLuc counter: firefly luciferase modulation, counter-screen for miR-21 project; P08659; purified FLuc, Km substrates, luminescence inhibition; 6.9% of 360,000 active; Potency, µM (series often up to 57.5 µM), for the others: at the highest dose activity change, negative = inhibition, hits mostly inhibitors; AID 588342;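 further: plate controls were vehicle for no effect and reference inhibitor for full effect; nearly all actives have a fitted effect of over 55% in size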
Target sequence (P08659 whole entry, looked up): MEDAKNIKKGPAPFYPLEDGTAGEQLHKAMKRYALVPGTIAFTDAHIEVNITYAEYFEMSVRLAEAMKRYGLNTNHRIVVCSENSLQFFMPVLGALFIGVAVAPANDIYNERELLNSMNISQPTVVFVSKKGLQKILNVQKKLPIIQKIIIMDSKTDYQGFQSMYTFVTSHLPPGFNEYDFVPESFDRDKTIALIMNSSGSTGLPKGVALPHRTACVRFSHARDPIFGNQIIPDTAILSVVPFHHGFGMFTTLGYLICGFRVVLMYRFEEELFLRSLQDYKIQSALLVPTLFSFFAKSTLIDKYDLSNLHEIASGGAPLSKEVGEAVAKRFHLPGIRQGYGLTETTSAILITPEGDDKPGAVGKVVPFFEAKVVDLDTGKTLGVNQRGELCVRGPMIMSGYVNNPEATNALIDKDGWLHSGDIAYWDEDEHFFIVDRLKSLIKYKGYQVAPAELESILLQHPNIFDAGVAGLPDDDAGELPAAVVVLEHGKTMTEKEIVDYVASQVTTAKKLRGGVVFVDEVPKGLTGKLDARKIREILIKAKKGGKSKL
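Purified P. pyralis luciferase (10nM final) with 10uM D-luciferin and 10uM ATP (Km levels) in 50mM Tris acetate pH 7.5, 10mM Mg acetate, 0.01% Tween-20, 0.05% BSA; qHTS 6-point titration, ~60 µM downward; luminescence read.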
NPC1 prom act: NPC1 promoter activation; Potency, µM (series often up to 9.22 µM), inactives show at the top dose activation, most hits filed as activators; 2.4% of 320,000 active; Huh7 NPC1 promoter luciferase reporter, 24 h;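 further: % of control where 0% means no effect; nearly all actives have a fitted effect of over 60% in size; reporter is driven by a mutant NPC1 promoter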
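Luminescence from an NPC1 promoter-driven luciferase reporter in stably transfected Huh7 cells was measured after 24 h compound treatment at 37 °C, followed by 10 min ambient incubation with luciferase detection reagent.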
MBNL1 CUG block: inhibitors of human MBNL1 binding to CUG repeat RNA; Q9NR56; TR-FRET MBNL1-His/biotin-(CUG)12 binding, 665/545 ratio; Potency, µM (highest dose often 57.5 µM), for the others: at the highest dose activity change, negative = inhibition, actives largely listed as inhibitors; 0.036% of 280,000 active; AID 2675; active means well fitted inhibition curve with a large enough effect in the signal ratio, with a control signal flat, not every such curve was filed as active; inconclusive means small, poorly fitted or top-dose-only effect, or effect the other way, or a change in a side signal; inactive means no such curve, though single readings can be large or run the other way; the % refers to the signal ratio; further: on the % scale 0 is the no-effect control and ±100 the full control effect
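Ratiometric TR-FRET (665 over 545 nm, excitation 340 nm) tracks disruption of MBNL1-His/biotin-(CUG)12 complex after 60 min at room temperature, with compounds at 92 nM to 58 uM final.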
ELG1 genotox: genotoxicity induction in ELG1-luciferase HEK293T cells. HEK293T ELG1-luciferase reporter, luminescence, 16 h. Potency, µM (doses to about 46 µM), for the others: at the top dose activity change, positive = activation, most hits filed as activators. 1.3% of 330,000 active. AID 504466; further: % of control where 0% means no effect; nearly all actives have a fitted effect of over 60% in size
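16 hr compound incubation (37 °C, 5% CO2) of HEK293T cells carrying luciferase-tagged ELG1; luciferase then measured by ONE-Glo luminescence after 30 min at RT.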
Starred values were filed as active, the others as inactive; u = inconclusive; x = not tested or not shown; & = joins results of further samples; [ ] = another dose, or the depositor's remark. Unless noted, the call rests on the fitted dose curve; in most records, active means well fitted curve in the direction sought with a large enough effect; inconclusive means small, poorly fitted or top-dose-only effect, or another doubt; inactive means no such curve, though single readings can be large; an effect the other way counts as inactive or inconclusive. Potency means the concentration at half of the fitted maximal effect. This is a random part of the collection; 13% or so of the library scored in one or more.

SMILES | RORgamma inh | Rab9 prom act | BRCA1 expr up | uPA generation | p53 reactivation | VP16 counter | FLuc counter | NPC1 prom act | MBNL1 CUG block | ELG1 genotox
COc1cccc(C2C(C#N)=C(N)Oc3c2oc(CO)cc3=O)c1 (stereo not drawn) | -22.0% | -3.8% | -11.9% | 0.7% | 5.3% | 1.6% | 2.3% | 0.8% | u | 5.8%
COc1ccc2c(CC(=O)Nc3ccc(OC)c(S(=O)(=O)N4CCOCC4)c3)coc2c1 | u | -1.2% | 0.3% | -1.6% | -1.7% | -1.5% | 16.9µM* | 2.0% | -3.7% | 13.9%
O=C(NC12CC3CC(CC(C3)C1)C2)c1c(Cl)cccc1Cl | -12.9% | -2.8% | -2.4% | 2.9% | x | -2.6% | 7.5% | -4.1% | -0.1% | -0.2%
C=CCNc1nnc(Cc2ccc(C(C)C)cc2)c(=O)[nH]1 | 20.3% | -1.2% | -1.9% | u | 21.4% | 10.8% | 1.5% | -19.0% | -0.2% | -6.2%
Cc1ccsc1/C=C1\SC(N2CCOCC2)=NC1=O | -12.2% | u | 11.2µM* | 7.6% | 14.9% | 12.2% | 10.7µM* | 26.3% | u | u
O=C(Nc1ccccc1[N+](=O)[O-])C1(c2ccccc2)CCOCC1 | 2.0% | 1.8% | 0.1% | -0.5% | -0.4% | 1.3% | -1.1% | -3.5% | u | 3.1%
CC(=O)c1csc(CS(=O)(=O)c2ccccn2)n1 | 15.7% | 5.6% | 5.5% | 6.2% | 0.3% | -8.4% | 2.4% | -1.4% | 1.3% | 1.8%
CCOC(=O)CSc1ccc(S(=O)(=O)N(C)C2CCCCC2)cc1[N+](=O)[O-] | 0.8% | 0.6% | 11.0% | 1.8% | 1.9% | 10.3% | -0.6% | 1.5% | u | 0.8%
COc1ccc(CN(C)CC(=O)Nc2ccccc2C(=O)NC2CC2)cc1OC | x | 1.4% | 8.3% | 7.2% | 8.2% | x | x | 1.1% | x | -0.6%
CCCCCn1c(N)c(-c2nc3ccccc3o2)c2c([N+](=O)[O-])nn(CC)c(=O)c21 | -15.5% | -4.3% | 4.7% | -1.8% | -7.3% | 21.2% | 4.6% | -1.0% | -6.7% | u
O=C(Nc1ccccc1)c1cccc(S(=O)(=O)Oc2ccc([N+](=O)[O-])cc2)c1 | u | -3.0% | -20.5% | 3.9% | -14.3% | -10.4% | 2.2% | -4.1% | 8.6% | -1.3%
O=S(=O)(NC1C2CC3CC(C2)CC1C3)c1ccccc1 (stereo not drawn) | x | -0.7% | 3.6% | 18.0% | 19.4% | x | x | -1.7% | x | -1.1%
CN1[C@@H](CC(=O)c2ccccc2)CCC[C@H]1C[C@H](O)c1ccccc1 | 24.1%&4.9%&23.1% | -6.8%[46.1 µM] | -6.9%&4.7% | -3.4% | -5.1% | 1.4%&5.9%&-4.0% | 2.0%&-0.9% | 11.4%[46.1 µM] | -10.5%&-4.6% | 3.5%
CC(OC(=O)CCNS(=O)(=O)c1cccs1)C(=O)Nc1ccc(S(N)(=O)=O)cc1 (stereo not drawn) | x | 1.4% | -1.9% | 8.7% | -1.3% | x | 6.5% | -7.8% | x | -4.1%
CCn1c(=O)c2sccc2n2c(CCCC(=O)NCc3cccnc3)nnc12 | -24.6% | -1.3% | 13.6% | -14.8% | 2.0% | -1.3% | -1.1% | -0.5% | -5.1% | 2.1%
Cc1ccc(C)c(N2CCN(C(=O)c3ccc(Cn4c(=O)[nH]c5ccccc5c4=O)cc3)CC2)c1 | 10.8% | -3.0% | -73.7% | -4.6% | -4.6% | u | 1.3% | -3.6% | -8.0% | -11.4%
CN1CCN(S(=O)(=O)c2ccc(Oc3ccc(Br)cc3F)nc2)CC1 | x | -5.6% | -10.6% | -7.8% | -5.3% | x | 5.4% | -0.3% | x | u
Cc1ccc(Nc2nc(CSc3nnc(-c4ccncc4)n3-c3ccccc3C)cs2)cc1 | -4.5% | -10.8% | -88.8% | -10.2% | 2.1% | -1.7% | 21.3µM* | -7.7% | -9.0% | -7.5%
Cc1c(/C=N/NC(N)=O)c2ccccn2c1C(=O)c1ccncc1 | -32.6% | -4.6% | -0.7% | 13.0% | -4.8% | -5.1% | -2.2% | -3.4% | x | -0.2%
O=C(CN1CCCCCC1)Nc1ccc([N+](=O)[O-])cc1Br | 24.2% | 2.2% | 19.0% | 2.5% | 22.8% | 22.0% | u | 1.1% | u | -0.7%
CCOc1ccc(C(C)NC(=S)NCc2ccc(Cl)cc2)cc1 (stereo not drawn) | 0.794µM* | -2.3% | -29.9% | -19.4% | -8.5% | 12.6µM* | -1.8% | 1.1% | 0.9% | -11.0%
Cc1ccc(NC2Nc3cc(C)nn3S2)c(C)c1 (stereo not drawn) | 3.55µM* | u | u | 2.1% | 14.9% | u | u | u | -5.8% | u
CCCCOC(=O)Nc1nnc(CC)s1 | 31.5% | u | u | -8.3% | u | 12.4% | u | 16.4% | -3.0% | 14.6µM*
Cc1ccc(C(=O)Nc2c(C(=O)NCc3ccco3)cnn2-c2ccccc2)cc1 | 48.2% | -5.5% | 1.1% | 2.1% | -8.3% | -16.1% | 3.9% | 1.7% | -2.5% | -0.1%
Cc1csc(NC(=O)/C=C/c2ccc3c(c2)OCO3)n1 | -24.1% | u | u | -5.0% | u | u | 0.953µM* | -1.0% | u | 2.91µM*

New compounds follow
SMILES | RORgamma inh | Rab9 prom act | BRCA1 expr up | uPA generation | p53 reactivation | VP16 counter | FLuc counter | NPC1 prom act | MBNL1 CUG block | ELG1 genotox
Cc1ccc(C)c(S(=O)(=O)N2CCN(C(=O)Cn3cnc4c3c(=O)n(C)c(=O)n4C)CC2)c1 | -12.5% | 6.9% | -6.8% | -5.2% | x | -2.7% | 5.9% | -4.3% | -2.6% | x
Cc1ccc(Nc2nc3ccccc3o2)cc1F | u | 1.58µM* | 33.3% | 0.5% | 20.7% | 14.6% | 6.01µM* | u | 0.5% | 5.8µM*
Cc1ccc(S(=O)(=O)N(C)C)cc1NC(=O)COc1ccc(-c2nnco2)cc1 | 0.0% | -1.8% | 37.2% | 1.7% | 2.0% | -5.7% | 16.9µM* | -5.6% | 1.5% | -2.5%
CC(C)[C@H](NC(=O)N1CC(=O)Nc2ccccc21)C(=O)N[C@H](C(=O)O)c1ccccc1 | -4.3% | -4.7% | 0.0% | -5.8% | -3.8% | -2.5% | 0.3% | 0.1% | 0.5% | -2.6%[9.26 µM]
CC1(C)CC(=O)C2=C(C1)N(CCN1CCOCC1)C1=C(C(=O)CC(C)(C)C1)C2c1ccc(Cl)c([N+](=O)[O-])c1 | 36.2% | -1.7% | -11.0% | -8.7% | 1.1% | -1.1% | -1.6% | -4.8% | 0.8% | -1.2%
CCOc1cc2c(cc1OCC)C(C(=O)O)C(c1cc(OC)c(OC)c(OC)c1)N(C)C2=O (stereo not drawn) | 13.9% | 1.7% | 2.4% | -1.5% | 3.5% | -13.7% | -1.5% | -1.7% | -2.2% | -1.9%
COc1ccc(S(=O)(=O)Nc2cc3c4c(c2)CCN4C(=O)CC3)cc1OC | x | 3.8% | -24.3% | -1.4% | 0.3% | x | 4.2% | 0.6% | x | -1.9%
Cc1ccc(C)c(N2CCN(S(=O)(=O)c3cccc4cccnc34)CC2)c1 | -1.2% | -2.2% | -23.4% | 0.5% | -3.2% | -9.8% | 0.6% | -0.9% | 0.6% | -7.1%
CC(C)CCn1c(SCc2ccc(Cl)cc2)nc2c1c(=O)[nH]c(=O)n2C | 25.1% | 2.6% | -30.9% | -8.2% | -2.1% | -11.7% | 1.4% | -3.2% | -5.6% | -7.2%
O=C(CNCc1ccc(Cl)cc1)Nc1cccc(C(=O)O)c1 | -0.9% | 1.4% | 28.9% | -1.2% | -1.7% | -3.3% | -5.4% | 2.6% | -8.8% | 0.7%
Cn1c(=O)[nH]c2sc3c(c2c1=O)CC(C)(C)OC3 | -6.2% | -3.1% | 14.8% | -5.4% | -1.8% | 0.9% | -1.5% | 0.6% | -4.4% | -3.4%
COC(=O)c1sc(SC)nc1N | 8.5% | 3.1% | -1.4% | 3.7% | -1.3% | 2.2% | -9.4% | -2.8% | 6.1% | -1.8%
CCc1cc2c(-c3ccccc3)cc(=O)oc2cc1OCC(=O)NCC1CCC(C(=O)O)CC1 (stereo not drawn) | 12.2% | -4.0% | -0.4% | 3.4% | x | 15.0% | u | -5.4% | 3.2% | 16.9%
CCOC(=O)c1c(NC(=O)COC(=O)Cc2n[nH]c(=O)c3ccccc23)sc(C(=O)NC)c1C | x | x | 2.0% | 2.0% | -2.5% | x | x | x | x | 0.5%
Cc1c(NC(=O)c2ccc(Br)o2)cccc1C(=O)O | 2.7% | 2.51µM* | 3.55µM* | x | 10.9% | -22.0% | 21.3µM* | u | 0.3% | u

Source: PubChem
